Spn MK inh = blocks S. pneumoniae mevalonate kinase; actives 0.48% (n = 65,000); AID 555; inhibition, % at 10 µM; purified MK, PK/LDH-coupled NADH absorbance 340 nm;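 active means ranked among the strongest by inhibition in the single 10 µM screen, a fixed top-ranked set picked for dose follow-up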; further: no value below 0 was filed
PMK inhibit = blocks S. pneumoniae phosphomevalonate kinase | purified PMK, PK/LDH-coupled NADH absorbance 340 nm | inhibition, % at 10 µM | actives 0.49% (n = 65,000) | AID 539;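 active means top-ranked compounds by inhibition in the single 10 µM screen, taking a fixed number of the strongest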;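 further: 0% = full reaction with DMSO carrier and 100% = background rate without enzyme reaction; no value below 0 was filed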
LYP phosphatase = inhibition of human PTPN22 tyrosine phosphatase – biochemical, DiFMUP fluorescence, recombinant catalytic domain, 10 µM, primary screen (AID 606). recombinant LYP catalytic domain, DiFMUP fluorescence; higher % means a stronger effect. inhibition, % at 10 µM, or IC50 in µM where a hit was titrated. 52,000 tested, under 10 active;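 active means IC50 under 40 µM in the dose-response test; inactive means IC50 of 40 µM or more, or never dose-tested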
Spn DPM-DC inh = inhibitors of Streptococcus pneumoniae diphosphomevalonate decarboxylase. calls only at 10 µM. actives 0.49% (n = 65,000). purified DPM-DC, PK/LDH coupled NADH fluorescence;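 active means the 320 compounds with the highest percent inhibition in the single-dose primary screen, excluding strongly autofluorescent ones, cut at about 32% in these data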;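 further: kinetic rate of NADH fluorescence loss reporting ADP formed by the decarboxylase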
HPDE-C7 cytotoxicity = HPDE-C7 pancreatic duct cell viability loss – fluorescence, HTS (AID 430) | cytotoxicity, % at 10 µM, or EC50 in µM where a hit was titrated | actives 1.8% (n = 63,000) | HPDE-C7 pancreatic duct cells viability, fluorescence; higher % means a stronger effect;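 further: cells exposed to compound for 48 hours before viability readout; 0% = vehicle and 100% = reference cytotoxic drug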
Bfl-1 inhibitors = displacement of Bid BH3 peptide from Bfl-1 – biochemical, fluorescence polarization, FITC-Bid, mouse, primary screen (AID 432) | FITC-Bid BH3 peptide fluorescence polarization displacement; higher % means a stronger effect | displacement, % at 20 µM, or IC50 in µM where a hit was titrated | actives 0.02% (n = 64,000); in the data active means a potency from the dose series; inactive means the rest, 99 in 100 with displacement below about 15%; further: strong numbers were not always called active
KRASV12 cytotoxicity = cytotoxicity in KRAS-transformed pancreatic duct cells, primary screen, cell-based, fluorescence, HTS (AID 431); cytotoxicity, % at 10 µM, or EC50 in µM where a hit was titrated; actives 1.7% (n = 63,000); HPDE-C7K KRASV12 cells, Alamar Blue viability, 48 h; higher % means a stronger effect;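 active means compounds whose percent cytotoxicity in the single-dose primary screen, scaled between solvent and toxic-drug controls, exceeds 50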;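 further: 0% = DMSO solvent wells and 100% = doxorubicin-treated wells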
TNAP inhibition = inhibition of tissue-nonspecific alkaline phosphatase – biochemical, luminescent (AID 518); purified TNAP enzyme, luminescent substrate readout; higher % means a stronger effect; inhibition, % at 20 µM, or IC50 in µM where a hit was titrated; actives 0.09% (n = 64,000); in the data active means a potency from the dose series; inactive means the rest, 99 in 100 with inhibition below about 22%;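 further: plate controls were vehicle for no effect and reference inhibitor for full effect; many of its hits are not listed in these tables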
HT1080 cytotoxicity = cytotoxicity in HT1080 fibrosarcoma cells, cell-based, fluorescence readout (AID 620); HT1080 viability, fluorescence; higher % means a stronger effect; cytotoxicity, % at 10 µM, or EC50 in µM where a hit was titrated; actives 0.42% (n = 87,000);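 further: cells exposed to compound overnight then 4 h with Alamar Blue; 0% = vehicle DMSO and 100% = killing control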
PMK inhibit pilot replicates = also measured in PMK inhibit; calls as there; inhibition, %; measured here: pilot screen replicates
Spn MK inh pilot replicates = further read-out of Spn MK inh, marked with its call; inhibition, %; measured here: pilot screen replicates
Spn DPM-DC inh pilot screen % = further read-out of Spn DPM-DC inh, marked with its call; inhibition, %; measured here: pilot screen trials
Numbers without * were called inactive; i = inactive; / = no result given. Unless noted, no stated cut-off is given here; in the data, active means cytotoxicity above about 50%; inactive means the rest.

SMILES | Spn MK inh | PMK inhibit | LYP phosphatase | Spn DPM-DC inh | HPDE-C7 cytotoxicity | Bfl-1 inhibitors | KRASV12 cytotoxicity | TNAP inhibition | HT1080 cytotoxicity | others
O=c1nc2n(c3ncccc13)CCC2 | 8 | 14 | -1% | i | -2% | -5% | -7% | 11% | 8%
Nc1nnc(-c2ccco2)s1 | 3 | 0 | 11% | i | -4% | 1% | 7% | 8% | -4%
COc1ccc(-c2cc(C(=O)N(C)Cc3ccccc3)no2)cc1OC | 2 | 15 | -3% | i | 7% | 1% | 3% | 5% | -4%
CCc1ccccc1NC(=O)CSc1nnc([C@@H](NC(=O)OC(C)(C)C)C(C)CC)o1 (some centres not stated) | 6 | 9 | / | i | -11% | -2% | -5% | 14% | 37%
C=CCn1c(-c2ccccc2)n[nH]c1=S | 3 | 1 | -1% | i | -4% | 4% | -11% | 8% | 2%
COc1ccc(/C(O)=C2/C(=O)C(=O)N(Cc3cccnc3)C2c2ccccn2)cc1 (configuration not stated) | 11 | 3 | 3% | i | -4% | 3% | -6% | 4% | 18%
Cc1ccc(C)c(N2CCN(C(=O)CCCCn3c(=O)[nH]c4ccccc4c3=O)CC2)c1 | 2 | 5 | 1% | i | 44% | -11% | 26% | 15% | 7%
CC1CN(S(=O)(=O)c2cccc(-c3cn4cccnc4n3)c2)CC(C)O1 (configuration not stated) | 5 | 4 | 12% | / | -6% | -7% | 11% | 10% | -3%
CC(C)C(OC(=O)c1cc2sccc2n1C)C(=O)NCC1CCCO1 (configuration not stated) | 0 | 20 | / | i | -19% | -4% | -34% | 6% | -6%
Cc1onc(-c2ccccc2)c1C(=O)NCCc1c[nH]c2ccccc12 | 5 | 11 | 2% | i | 0% | 2% | 2% | 9% | 3%
COC(=O)c1c(NC(=O)c2ccco2)sc(C(=O)N2CCCC2)c1C | 6 | 6 | 12% | i | -10% | 4% | -8% | 10% | -11%
COc1ccc(NC(=O)CSc2nnc(Cn3c(=O)sc4ccccc43)n2C)cc1OC | 0 | 9 | 7% | i | -3% | 2% | 9% | 10% | -1%
Cc1cc(C)nc(NC2=NCCN2C(=O)NC2CCCCC2)n1 | 4 | 2 | 9% | i | 1% | 0% | -6% | 10% | -4%
Cc1ccc(NC(=O)CN2C(=O)NC(Cc3ccccc3)C2=O)cc1 (configuration not stated) | 10 | 0 | -3% | i | -48% | 4% | -22% | 0% | -4%
O=C(Cn1cnc2ccccc2c1=O)NCCC(=O)N1CCN(c2ccccc2)CC1 | 3 | 0 | 7% | i | 5% | 2% | 5% | 7% | -10% | PMK inhibit pilot replicates=2.5;Spn MK inh pilot replicates=1.5;Spn DPM-DC inh pilot screen %=0.5
COc1ccc2nc(NC(=O)Cn3cnc4c(=O)n(C)c(=O)n(C)c43)sc2c1 | 4 | 9 | 2% | i | / | -6% | / | 10% | -5%
O=C(c1ccccc1)c1ccc(OC(=O)N2CCCC2)cc1 | 0 | 4 | 6% | i | -2% | -7% | -10% | 9% | 2%
CN1CCN(C(=O)c2ccccc2NC(=O)CCN2C(=O)c3ccccc3C2=O)CC1 | 14 | 7 | 13% | i | -6% | -1% | 0% | 12% | 11%
COc1ccc(OC)c(CNC(=O)CCN2C(=O)COc3ccccc32)c1 | 0 | 11 | -1% | i | 1% | 1% | -2% | 13% | 2% | PMK inhibit pilot replicates=0.0;Spn MK inh pilot replicates=0.0;Spn DPM-DC inh pilot screen %=2.0
Cc1cc(NC(=O)CSc2nc3c(c(=O)n2Cc2ccccc2)SC(C)C3)no1 (configuration not stated) | 6 | 4 | / | i | -1% | 2% | 1% | 19% | / | PMK inhibit pilot replicates=0.5;Spn MK inh pilot replicates=0.0;Spn DPM-DC inh pilot screen %=0.0
CCCC(=O)C1=C(SCC)CC(C)(C)C(C(=O)OC)C1=O (configuration not stated) | 7 | 0 | / | i | -2% | -2% | 2% | 11% | 20%
Cc1cccc(-n2c(SCC(=O)Nc3ccc4c(c3)OCO4)nnc2-c2ccoc2C)c1 | 1 | 7 | 13% | i | 66%* | 3% | 54%* | 0% | -5%
C=CCn1c(SCC(=O)c2cccs2)nnc1-c1cccc(OC)c1 | 11 | 5 | 15% | i | -2% | 0% | -3% | 9% | 0%
O=C(COc1ccccc1Br)NCc1ccco1 | 7 | 7 | -5% | i | -1% | -2% | -11% | 13% | 0%
Cc1ccc(S(=O)(=O)c2nc(C)oc2NCc2ccccc2)cc1 | 2 | 0 | 21% | i | 18% | -10% | 24% | 10% | 16%
COCCn1c(-c2ccccc2)nc(=S)c2c1CC(C)(C)OC2 | 9 | 5 | 9% | i | 6% | -2% | -1% | 8% | 1%
O=C(NCCN1CCN(c2cccc(Cl)c2)CC1)C1CCCN(S(=O)(=O)c2cnc[nH]2)C1 (configuration not stated) | 11 | 4 | 14% | i | -4% | 0% | 4% | 11% | -8%
CC(C)(C)c1cn(-c2ccccc2)c(=S)[nH]1 | 5 | 6 | / | i | -2% | -5% | 0% | 9% | 2%
Brc1ccc(C2=Nn3c(nnc3-c3n[nH]c4c3CCC4)SC2)cc1 | 5 | 12 | 19% | i | 61%* | 0% | 54%* | 4% | 56%*
O=C(CCN1CCN(c2ccccc2)CC1)Nc1ccccc1F | 9 | 8 | 15% | i | 6% | 0% | -4% | 15% | -13%
N/C(=N/O)c1nc(N2CCCC2)nc(N(c2ccccc2)c2ccccc2)n1 | 0 | 15 | 9% | i | 4% | 0% | -4% | 9% | -7% | PMK inhibit pilot replicates=2.0;Spn MK inh pilot replicates=0.0;Spn DPM-DC inh pilot screen %=0.0
C=CCOc1ccccc1CN1CCSCC1 | 27 | 0 | / | i | -16% | -8% | -5% | 0% | -8%
Cc1cc(C)c2c(CN3CCN(CCO)CC3)cc(=O)oc2c1 | 12 | 18 | -6% | i | -4% | -7% | 14% | 10% | 28%
Cc1nc2sc3c(NCc4ccco4)ncnc3c2c2c1COC(C)(C)C2 | 1 | 9 | -10% | i | 24% | -7% | 21% | 21% | -5%
CCOCCCn1cnc2c(c1=O)c1nc3ccccc3nc1n2-c1ccccc1 | 8 | 13 | / | i | / | -4% | / | 13% | -12%
Cc1nc2c(nnn2Cc2ccccc2)c(=O)n1-c1ccccc1 | 0 | 11 | 8% | i | -12% | -2% | 2% | -4% | -3%
CCOC(=O)C(C)NC(=O)C(NC(=O)C1CCC(CC)CC1)C(C)C (configuration not stated) | 10 | 9 | -3% | i | -3% | 8% | 7% | 10% | 18%
CCOc1ccc(C(=O)NCc2cccs2)cc1 | 4 | 0 | -6% | i | -6% | 6% | -15% | 2% | 4%
COc1ccc(Cl)cc1N1CCN(CCNC(=O)Nc2ccccc2C)CC1 | 7 | 0 | 14% | i | -13% | 4% | 9% | 5% | 0% | PMK inhibit pilot replicates=3.5;Spn MK inh pilot replicates=2.0;Spn DPM-DC inh pilot screen %=1.0
Cc1oc(-c2cccc(Cl)c2)nc1CN1CCC(C(=O)N2CCN(c3ccccn3)CC2)CC1 | 8 | 8 | 2% | i | 16% | 3% | 6% | 10% | -4%
CCCCCn1c(=O)c(C(=O)OCC)c(O)c2ccccc21 | 7 | 11 | 14% | i | 4% | 6% | 5% | 10% | -14%
CCCCN(CCCNC(=O)C1CCCN(S(=O)(=O)CC)C1)Cc1ccccc1 (configuration not stated) | 0 | 0 | / | i | -4% | -2% | 7% | -1% | -3%
O=C(Oc1ccc(-c2nnco2)cc1)N1CCOCC1 | 9 | 8 | 2% | i | / | / | / | / | -2%
CC(C)(C)NC(=O)CSc1nnnn1C(C)(C)C | 0 | 12 | 8% | i | -11% | -1% | -10% | 4% | 6%
O=C(CN1C(=O)c2ccccc2C1=O)N1CCN(c2nnc(-c3ccccc3)c3ccccc23)CC1 | 5 | 1 | 3% | i | / | / | / | / | -3%
O=C(c1ccco1)N1CCN(c2ncnc3c(-c4ccccc4)nsc23)CC1 | 7 | 9 | / | i | 5% | 3% | 2% | -7% | -1%
CCOC(=O)c1ccc(N2C(=O)c3n[nH]c(C)c3C2c2ccc(OC)cc2OC)cc1 (configuration not stated) | 5 | 0 | 2% | i | / | / | / | / | 1%
CC(=O)Nc1ccc(S(=O)(=O)N2CCCN(S(=O)(=O)c3ccc(NC(C)=O)cc3)CC2)cc1 | 2 | 10 | -5% | i | / | -4% | / | 12% | 3%
O=S(=O)(c1ccc(OCC(O)CN2CCC(Cc3ccccc3)CC2)cc1)N1CCOCC1 (configuration not stated) | 0 | 13 | 11% | i | 19% | -9% | 9% | 14% | 8% | PMK inhibit pilot replicates=1.5;Spn MK inh pilot replicates=0.0;Spn DPM-DC inh pilot screen %=1.0
CC(=O)Nc1ccc(S(=O)(=O)N2CCCN(S(=O)(=O)c3ccc(C)cc3)CC2)cc1 | 0 | 18 | 6% | i | -11% | -4% | -2% | 3% | 1%
CCOC(=O)C1CCN(C(=O)Cc2c(C(=O)O)n(CC)c3ccccc23)CC1 | 4 | 16 | 8% | i | -4% | -7% | -20% | -6% | 1%
O=C1C(=O)N(CCCN2CCOCC2)C(c2cccs2)/C1=C(/O)c1ccc2c(c1)OCO2 (configuration not stated) | 7 | 0 | 8% | i | -6% | -4% | -7% | 6% | -3%
COC(=O)c1ccccc1NC(=O)C1CC(=O)N(c2ccc(F)cc2)C1 (configuration not stated) | 1 | 7 | 4% | i | -15% | -11% | 8% | 21% | -1% | PMK inhibit pilot replicates=0.5;Spn MK inh pilot replicates=0.0;Spn DPM-DC inh pilot screen %=0.0
COC(=O)Cn1c(CN2CCOCC2)nc2c1c(=O)n(C)c(=O)n2C | 6 | 12 | / | i | -5% | -2% | 12% | 22% | / | PMK inhibit pilot replicates=5.0;Spn MK inh pilot replicates=0.0;Spn DPM-DC inh pilot screen %=0.0
CC(=O)NCCc1ccc(S(=O)(=O)NC2OC(=O)c3ccccc32)cc1 (configuration not stated) | 0 | 10 | 7% | i | -15% | -8% | -6% | 12% | -2%
O=C(NCC12CC3CC(C1)CC(CNC(=O)N1CCCC1)(C3)C2)N1CCCC1 | 6 | 2 | / | i | 11% | -7% | 2% | 5% | 5% | PMK inhibit pilot replicates=2.5;Spn MK inh pilot replicates=0.0;Spn DPM-DC inh pilot screen %=2.0
CCN1CCN(C2CCN(C(C)=O)CC2)CC1 | 9 | 0 | / | i | -9% | -5% | 5% | 2% | -5%
CCCCc1nnc(SCCSc2nnc(CCCC)n2N)n1N | 10 | 7 | 7% | i | 6% | -2% | 2% | 5% | 2%

Source: PubChem BioAssay (several laboratories)
